# Source: PubChem BioAssay
# TNF necrop inh = inhibitors of TNF-alpha triggered necroptosis, primary screen, cell-based, Jurkat FADD-/-, single concentration; activation (protection from cell death), % at 10 µM; Jurkat FADD-/- TNF necroptosis rescue, ATP luminescence, 24 h; 0 = TNF only, 100 = no-TNF cells; 0.068% of 220,000 active;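 active = activation, meaning protection from cell death, of at least 50% relative to plate controls; inactive = activation below 50%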;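 note: necroptosis triggered by 40 ng/mL TNF-alpha added together with compound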
# Wee1 stabilizer = Wee1 degradation inhibitors, primary screen, cell-based, HeLa, Wee1K328M-luciferase, luminescence; Wee1-like protein kinase (Homo sapiens), P30291; HeLa Luc-Wee1K328M stability; 100% = proteasome inhibitor MG132 effect; reporter increase, % at 5 µM; 1.2% of 220,000 active;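 active = activation above the mean of all tested compounds plus 3 SD, set per screening run, cut at about 8.8% in these data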;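 note: cells exposed to compound for 20 h before luminescence read; 0% = DMSO alone and 100% = MG132 at 30 µM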
# BaF3 tox = parental Ba/F3 cell viability inhibition, counter-screen for JAK2V617F inhibitor project, murine pro-B, CellTiter-Glo luminescence; CellTiter-Glo ATP luminescence; inhibition, % at 5.6 µM; 1.1% of 220,000 active; AID 1486, 2009;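 active = inhibition above a per-campaign cutoff, the mean inhibition of all tested compounds plus 3 SD, cut at about 27% in these data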;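 note: 0% = DMSO wells and 100% = JAK Inhibitor I control wells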
# TRPN1 ag = zebrafish TRPN1 channel agonists, primary screen, cell-based, HEK293, calcium fluorescence; HEK293 zebrafish TRPN1-YFP, Fluo-8 calcium fluorescence; 100% = response to 87 µM carbachol; activation, % at 3 µM; 0.18% of 220,000 active;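 active = activation above its plate's cutoff, the mean activation of test wells on that plate plus 3 SD, cut at about 19% in these data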;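 note: 0% = DMSO alone and 100% = 87 µM carbachol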
#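 Assay system: Zebrafish TRPN1-YFP in HEK293 cells | Incubation: Dye loading 1 h at 37 °C, then 30 min room temperature | Measured by: Kinetic Fluo-8 fluorescence, ex 470-495, em 515-575 nm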
# Ba/F3 V617F tox = reduced viability of JAK2V617F-dependent Ba/F3 cells, primary screen, JAK2V617F inhibitor project, cell-based, Ba/F3 EpoR-JAK2V617F, luminescence; AID 1446, 2008; ATP luminescence; inhibition, % at 5.6 µM; 1.1% of 220,000 active;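 active = inhibition above the campaign mean plus 3 SD over all tested compounds, cut at about 24% in these data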;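 note: cytokine-independent growth of Ba/F3 cells driven by EpoR plus mutant JAK2; 0% = DMSO-treated cells and 100% = JAK inhibitor I control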
# RBBP9 inhibitor = human RBBP9 inhibitors, primary screen, biochemical, fluorescence polarization, FP-Rh probe, HTS. recombinant RBBP9. inhibition, % at 7.94 µM. 0.2% of 220,000 active. Serine hydrolase RBBP9 (Homo sapiens), O75884;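 active = inhibition above the campaign mean of all tested compounds plus 3 SD, cut at about 14% in these data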;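 note: plate controls were DMSO wells with RBBP9 for no effect and wells lacking RBBP9 protein for full effect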
# Target sequence (O75884 whole entry, looked up): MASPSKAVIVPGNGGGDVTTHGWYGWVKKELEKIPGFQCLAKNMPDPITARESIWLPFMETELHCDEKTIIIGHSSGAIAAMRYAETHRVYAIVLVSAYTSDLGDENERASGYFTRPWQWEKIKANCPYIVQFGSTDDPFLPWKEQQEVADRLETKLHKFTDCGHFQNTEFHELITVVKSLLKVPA
#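 Measured by – fluorescence polarization · Test system – RBBP9 protein · Input – 2.5 µM RBBP9 dispensing solution, before mixing · Measure – percent inhibition from mP, scaled between DMSO and no-protein wells · Benchmarks – DMSO-treated enzyme wells and wells lacking RBBP9 · Times – preincubation 30 min plus labeling 45 min at 25 °C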
# CHOP inh = inhibitors of CHOP promoter induction, primary screen, cell-based, unfolded protein response, luciferase reporter | CHO-K1 CHOP-promoter luciferase, tunicamycin-induced, 15-18 h | inhibition, % at 10 µM | 3.8% of 220,000 active;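 active = compounds that reduced the stress-induced luciferase reporter signal by more than about 70% of percent inhibition, limit read from the data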;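 note: 0% = tunicamycin plus vehicle and 100% = wells without tunicamycin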
# PPC-1+TRAIL kill = compounds killing PPC-1 cancer cells with TRAIL present, primary screen, TRAIL potentiator project, ATPLite luminescence, uHTS; PPC-1 cells + TRAIL, ATPLite viability luminescence; cell killing (% activity), % at 4 µM; 0.41% of 220,000 active;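 active = cell killing above 50% in the first pass at 4 µM, then a duplicate retest at 5 µM averaging 50% or more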;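 note: plate controls were cells with TRAIL plus DMSO for no effect and medium-only wells lacking cells for full effect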
# TRPML3 agonist = human TRPML3 channel agonists, primary screen, cell-based, HEK293 TRPML3-YFP, Fluo-8 calcium fluorescence, 3 µM | Mucolipin-3 (Homo sapiens), Q8TDD5 | 100% = the carbachol control signal | activation, % at 3 µM | 0.29% of 220,000 active;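 active = activation above its plate's cutoff, the mean activation of the plate's test wells plus 3 SD, cut at about 12% in these data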;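 note: 0% = DMSO only wells and 100% = carbachol wells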
# Target sequence (Q8TDD5 whole entry, looked up): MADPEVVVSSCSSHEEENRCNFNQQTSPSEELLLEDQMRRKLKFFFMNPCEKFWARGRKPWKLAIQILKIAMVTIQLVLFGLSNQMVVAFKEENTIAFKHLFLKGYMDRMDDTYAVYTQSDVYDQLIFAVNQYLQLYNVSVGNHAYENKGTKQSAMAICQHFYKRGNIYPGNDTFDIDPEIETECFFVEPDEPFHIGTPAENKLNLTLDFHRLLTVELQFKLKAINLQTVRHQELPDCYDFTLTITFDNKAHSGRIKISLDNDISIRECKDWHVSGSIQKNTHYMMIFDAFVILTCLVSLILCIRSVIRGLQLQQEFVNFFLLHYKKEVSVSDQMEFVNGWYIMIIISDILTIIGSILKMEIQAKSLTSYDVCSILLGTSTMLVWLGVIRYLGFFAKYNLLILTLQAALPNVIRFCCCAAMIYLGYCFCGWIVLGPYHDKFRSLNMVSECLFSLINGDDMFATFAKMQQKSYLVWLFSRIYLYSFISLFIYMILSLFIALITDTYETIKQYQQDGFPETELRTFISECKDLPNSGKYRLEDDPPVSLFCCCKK
#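 Test system: HEK293 cells stably carrying human TRPML3-YFP; Doses: single dose, 3 µM final nominal compound, 0.3% DMSO final; Schedule: dye loading 1 h 37 °C then 30 min ambient, 125 s read; Technique: Fluo-8 calcium fluorescence; Benchmarks: high control carbachol 87 µM, low control DMSO.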
# * marks the source's active call; other numbers are inactive results; . = not tested or not shown.
SMILES,TNF necrop inh,Wee1 stabilizer,BaF3 tox,TRPN1 ag,Ba/F3 V617F tox,RBBP9 inhibitor,CHOP inh,PPC-1+TRAIL kill,TRPML3 agonist
COc1ccc(/C=C/C(=O)ONC2=NCCCCC2)cc1OC,0.3,2,4,-0.7,1,-6,16,6,-0.3
Cc1cc(C(=O)N/N=C/c2c(C)nn(-c3ccccc3)c2C)c(C)o1,2.6,1,-3,-1.4,-4,-7,-23,24,-0.4
COc1ccc2c(c1)CCc1c(C(=O)N3CCOCC3)noc1-2,-0.2,3,6,0.5,0,5,-38,-5,1.0
CCOC(=O)/C=C1/N(C)c2ccccc2C1(C)C,0.5,7,-9,-0.8,-5,-3,26,18,0.3
OCCNNC(=S)NC1CC2C=CC1C2 (configuration not stated),4.4,0,-1,1.4,-6,4,7,7,0.6
O=C(Cc1c(F)cccc1Cl)N(Cc1ccccc1)c1ccccn1,-0.2,-3,3,-0.8,0,-3,5,14,-0.7
O=C(NCc1nnc(SCC(=O)N2CCCc3ccccc32)o1)c1ccccc1F,1.2,3,2,-1.5,1,-9,42,7,0.1
CCOC(=O)C(C)Sc1nc(-c2ccccc2)nc2ccccc12 (configuration not stated),2.5,2,3,0.0,-1,-11,25,36,0.0
COCn1ccnc1C(O)(c1ccc(OC)cc1)c1ccc(OC)cc1,2.3,-2,4,-1.2,-1,-7,3,3,0.6
COc1cc(C2SC(C)C(=O)N2CCc2ccccc2)cc(OC)c1OC (configuration not stated),0.2,0,10,-2.5,11,4,-2,-1,-0.5
COc1cc(C2c3c(oc4ccccc4c3=O)C(=O)N2Cc2ccncc2)ccc1O (configuration not stated),-1.0,0,3,0.6,5,-1,30,5,0.9
CC(=O)c1nn(-c2cccc(Br)c2)cc1C(=O)c1ccc2ccccc2c1,0.2,-2,-1,0.5,-3,-7,25,9,0.5
O=C(Cc1ccc(Cl)cc1)NC(=S)Nc1ccccc1N1CCOCC1,3.5,4,5,11,-1,-6,62,10,2.5
COCCCNC1=C(Cl)C(=O)c2ccccc2C1=O,-5.4,-2,3,-2.0,1,1,-24,7,-0.3
COC(=O)c1sccc1-c1ccc(/C=N/OC(=O)c2ccccc2)o1,-3.4,-2,6,0.3,6,-8,6,15,-0.4
CCCCn1nnnc1SCC(=O)Nc1ccc(F)cc1,2.5,-3,-1,0.0,-4,-4,10,-2,-0.1
CCCCn1c(SCC(=O)N(CC)C2CCS(=O)(=O)C2)nnc1C(CC)N(C)C (configuration not stated),0.6,3,10,-0.2,-1,-1,13,4,0.4
CCOC(=O)C1=C(C)NC(C)=C(C(=O)OCC)C1C(=O)OCC(=O)N(CC)C1CCS(=O)(=O)C1 (configuration not stated),-0.1,-3,11,-0.8,3,7,0,5,1.6
CCCCn1c(SCC(=O)Nc2ccccc2C(F)(F)F)nc2ccsc2c1=O,-0.5,-2,-2,-0.1,-4,8,39,-1,-0.1
Cn1/c(=N/N=C/c2ccc(N3CCOCC3)cc2)sc2ccccc21,-0.8,1,7,0.4,2,0,4,43,1.1
CCCn1nc(C(=O)OCC(=O)Nc2cccc(S(N)(=O)=O)c2)c2ccccc2c1=O,-0.7,3,8,-0.1,1,-1,-4,-8,-0.3
Cc1ccc(S(=O)(=O)NC2OC(=O)C(Cl)=C2Cl)cc1 (configuration not stated),-5.5,-3,6,0.9,1,-12,-78,14,0.7
COc1cccc(CN(CC(=O)NC2CCCC2)C(=O)Cn2nnc(-c3cccs3)n2)c1,-0.2,-1,4,0.1,4,-2,17,-3,-0.3
COCCNC(=O)C(=O)NNC(=O)CCc1ccccc1,-0.8,-1,2,0.5,-1,-6,2,-2,0.1
CC(C)NC(C(=O)Nc1cc(Cl)cc(Cl)c1)c1ccccc1 (configuration not stated),2.9,1,3,-0.5,-2,-3,-4,11,0.5
SMILES,TNF necrop inh,Wee1 stabilizer,BaF3 tox,TRPN1 ag,Ba/F3 V617F tox,RBBP9 inhibitor,CHOP inh,PPC-1+TRAIL kill,TRPML3 agonist
CN1/C(=C\C(=O)C[n+]2cccc(C(N)=O)c2)C(C)(C)c2ccccc21,-0.3,1,0,-0.2,-2,-6,-3,22,0.3
Cc1[nH]ccc(=O)c1OCc1c(F)cccc1Cl,0.9,2,-3,1.0,-4,2,22,6,0.5
CN1CCN(C2=C(Cl)C(=O)N(Cc3ccccc3)C2=O)CC1,-1.0,2,2,1.2,-1,-1,11,4,1.6
CCCCCOC(=O)Cn1c(N2CCCCCC2)nc2c1c(=O)[nH]c(=O)n2C,-2.6,-1,5,0.5,1,-4,7,7,0.2
CCN(CC)c1ccc(/C=N/N2CCN(Cc3ccccc3Cl)CC2)c(O)c1,3.4,1,-1,-0.9,5,-8,14,11,0.5
O=C(Nc1cccc(C(=O)O)c1)/C(=C\c1ccc2c(c1)OCO2)NC(=O)c1ccc(Br)cc1,-0.1,-2,-1,-0.8,4,-6,11,13,-1.4
Cc1ccc(-n2ncc3c(N4CCN(c5ccc(F)cc5)CC4)ncnc32)c(C)c1,-5.2,-2,4,2.4,-5,6,84*,10,0.2
O=C(CCc1nc2ccccc2s1)c1ccccc1,1.1,0,7,-0.9,3,-6,-29,12,0.1
Cc1nnc(SCCN2C(=O)c3ccccc3C2=O)[nH]c1=O,-0.7,2,1,0.4,0,-8,13,-17,0.6
CC1(C)CC(=O)C(CCC(=O)c2ccccc2)C(C)(C)N1 (configuration not stated),-2.2,-2,9,1.3,2,2,-22,-10,0.7
COc1ccc(OC)c(C(=O)CSc2nc3ccccc3n2CC(=O)NC(C)(C)C)c1,-1.2,1,6,-1.2,2,-4,56,0,0.9
CCCc1cc(=O)[nH]c(SCC(=O)Nc2ccc(C)cc2)n1,0.4,1,1,0.0,-3,-2,14,-12,0.1
O=C(CNS(=O)(=O)c1ccc2ccccc2c1)OCC(=O)c1ccc(Br)s1,0.8,-2,1,0.2,-1,4,-4,26,0.2
COc1ccc(NC(=S)NNC(=O)c2cccnc2)cc1OC,0.1,2,4,-0.1,-1,-1,6,10,1.0
COc1ccc(C(=O)N/C(=C/c2cccnc2)C(=O)NCc2ccco2)cc1OC,1.6,-3,4,2.8,0,-12,18,0,0.3
COc1ccc(/C(C)=N/Nc2nc3ccccc3n3cnnc23)cc1OC,-4.7,-2,-1,1.1,-4,4,-4,29,0.5
COc1ccc(NC(=S)N2CCC(C(O)(c3ccccc3)c3ccccc3)CC2)cc1,6.8,1,12,-0.2,6,-8,8,-12,-0.1
CCCN1C(=O)N(c2cccc(C)c2)C(C)(O)CC1(C)C (configuration not stated),34,0,1,-2.5,-3,-7,20,20,-0.5
CCc1ccc(NS(=O)(=O)c2ccc(OC)c(C)c2)cc1,7.4,2,1,-1.9,-3,3,85*,25,-0.1
C=CCn1c(C)c(C(C)=O)c(N2CCOCC2)nc1=S,-3.1,2,2,1.4,-3,0,18,16,1.1
CCN1C(=O)/C(=C\c2ccncc2)SC1=Nc1ccc(C)c(C)c1,0.9,1,4,-0.9,-5,2,-16,16,0.2
C[N+](C)=C1SCC(C)(/C=N/O)S1 (configuration not stated),0.8,-4,-2,-0.5,-1,-7,-13,-3,0.6
Cc1ccc(C2C(=O)N(C3CCCC3)CC(=O)N2C2CCCCC2)cc1 (configuration not stated),2.2,0,5,-0.6,-2,-2,57,8,-0.2
Cc1[nH]c(=O)[nH]c(=O)c1/C=N/NC(=O)[C@H](C)NC(=O)OC(C)(C)C,-0.2,-2,2,0.2,-2,5,10,22,0.0
CC(C)(C(=O)c1ccccc1)/[N+]([O-])=C/c1ccccc1,-0.8,0,4,0.5,0,-8,.,.,0.4
SMILES,TNF necrop inh,Wee1 stabilizer,BaF3 tox,TRPN1 ag,Ba/F3 V617F tox,RBBP9 inhibitor,CHOP inh,PPC-1+TRAIL kill,TRPML3 agonist
COc1ccc(CC(=O)N2CCN=C2SCc2cccc([N+](=O)[O-])c2)cc1,2.2,0,-2,0.8,-5,-2,8,-4,0.4
Clc1ccc(Cc2ccccc2)nn1,4.9,0,0,-0.1,5,-1,9,18,0.3
COc1ccc(S(=O)(=O)Nc2ccc(CC#N)cc2)cc1,2.0,3,6,0.6,-3,-3,2,26,-0.5
O=C(CCC(=O)c1ccc(F)cc1)Nc1ccccc1Cl,8.5,2,2,-1.0,-2,-5,3,13,-0.6
O=C(NC1=NCCS1)c1nc(-c2ccccc2)n(-c2ccccc2)n1,-0.9,5,4,0.7,1,0,31,19,-0.3
COc1ccc(N2C(=O)CC(Sc3nc(C)cc(C)c3C#N)C2=O)cc1 (configuration not stated),-1.6,-2,-1,2.0,-5,-9,19,-6,0.5
CCCCOC(=O)c1ccccc1N1C(=O)C2C3CCC(C3)C2C1=O (configuration not stated),-0.1,12*,7,-0.3,-1,-2,13,6,-0.6
CCCNC(=O)NNC(=O)c1ccc(F)cc1,0.8,0,4,0.6,-3,3,25,1,0.4
CCOc1ccc(N2C(=O)C3CCCN3C2=O)cc1 (configuration not stated),0.1,0,6,0.6,4,-7,-16,-7,1.0
O=S(=O)(c1ccccc1F)N1CCN(c2nc3ccccc3s2)CC1,0.9,1,5,1.1,2,-6,-4,5,1.3
COc1ccc(NC(=S)NCCc2c[nH]c3ccc(OC)cc23)c(OC)c1,-9.0,-2,4,-1.8,3,-9,-1,0,-0.4
Cc1ccc(-c2csc(NC(=O)C3=COCCO3)n2)cc1,-3.1,3,7,-0.9,2,-4,21,13,0.4

# In the list so far, these have two or more sulfur atoms.
SMILES,TNF necrop inh,Wee1 stabilizer,BaF3 tox,TRPN1 ag,Ba/F3 V617F tox,RBBP9 inhibitor,CHOP inh,PPC-1+TRAIL kill,TRPML3 agonist
CCCCn1c(SCC(=O)N(CC)C2CCS(=O)(=O)C2)nnc1C(CC)N(C)C (configuration not stated),0.6,3,10,-0.2,-1,-1,13,4,0.4
CCCCn1c(SCC(=O)Nc2ccccc2C(F)(F)F)nc2ccsc2c1=O,-0.5,-2,-2,-0.1,-4,8,39,-1,-0.1
O=C(CNS(=O)(=O)c1ccc2ccccc2c1)OCC(=O)c1ccc(Br)s1,0.8,-2,1,0.2,-1,4,-4,26,0.2
C[N+](C)=C1SCC(C)(/C=N/O)S1 (configuration not stated),0.8,-4,-2,-0.5,-1,-7,-13,-3,0.6
O=S(=O)(c1ccccc1F)N1CCN(c2nc3ccccc3s2)CC1,0.9,1,5,1.1,2,-6,-4,5,1.3
